Screens as filed in PubChem BioAssay.
DENV2 CPE rescue = protects cells from dengue virus 2 cytopathic effect; DENV2-infected cells, cytopathic effect rescue, plate reader; CPE inhibition, % at 9.99 µM; 350,000 compounds, 1.7% hits; AID 651640; in the data active = CPE inhibition above about 20%, passing the limit was not always enough; inconclusive = no clear call, values can overlap the other calls; tested in BHK-21 cells;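 also: 0% = median of neutral control wells and 100% = median of positive control wells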
F508del corr = correctors of CFTR F508del function in bronchial epithelial cells; CFBE cells, YFP halide quenching; stimulated with forskolin plus potentiator P3; % fluorescence drop versus neutral controls; activity (quench increase), % at 7.58 µM; 350,000 compounds, 0.36% hits; AID 720511;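 active = mean added fluorescence quench of at least 8% versus neutral control, with both replicates also reaching 8%; inconclusive = only one of the mean or replicate conditions met; inactive = mean below 8% and not both replicates reaching 8%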;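 also: cells transiently co-express mutant CFTR-F508del with the halide-sensitive YFP; corrector assay measuring rescue of mutant channel to the surface after 24 h compound exposure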
ARNT-TACC3 inh = ARNT/TACC3 interaction disruption; Q9Y6A5; AlphaScreen His-ARNT PAS-B/GST-TACC3 binding, luminescence; TACC3 fragment carries E629A point mutation; inhibition, % at 9.99 µM; 390,000 compounds, 0.66% hits;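 active = mean inhibition of replicates at least 50% and at least half of replicates each reaching 50%; inconclusive = half or more replicates reach 50% but mean below 50%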;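 also: 0% = complete ARNT plus TACC3 wells and 100% = ARNT alone without TACC3; many hits fall short of the cut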
EWS-Fli block = blocks EWS/Fli oncoprotein-driven transcription; A673 NR0B1-luciferase reporter, viability-normalised; inhibition, % at 12.6 µM; 350,000 compounds, 0.67% hits; AID 651661;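 active = mean inhibition of at least 50% after viability correction, with every replicate also passing that limit; inconclusive = mean reaches 50% but only one of two replicates passes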;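 also: firefly luciferase signal divided by Alamar Blue viability fluorescence both relative to DMSO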
ERp5 block = inhibitors of human ERp5; Q15084; 350,000 compounds, 0.05% hits; inhibition, % at 9.99 µM; ERp5 insulin aggregation, absorbance 650 nm, 90 min;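 active = mean replicate inhibition above about 25%, with every replicate also reaching it, limit read from the data, passing the limit was not always enough; inconclusive = only one of those two criteria met; inactive = neither criterion met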
Target sequence (Q15084 whole entry, looked up): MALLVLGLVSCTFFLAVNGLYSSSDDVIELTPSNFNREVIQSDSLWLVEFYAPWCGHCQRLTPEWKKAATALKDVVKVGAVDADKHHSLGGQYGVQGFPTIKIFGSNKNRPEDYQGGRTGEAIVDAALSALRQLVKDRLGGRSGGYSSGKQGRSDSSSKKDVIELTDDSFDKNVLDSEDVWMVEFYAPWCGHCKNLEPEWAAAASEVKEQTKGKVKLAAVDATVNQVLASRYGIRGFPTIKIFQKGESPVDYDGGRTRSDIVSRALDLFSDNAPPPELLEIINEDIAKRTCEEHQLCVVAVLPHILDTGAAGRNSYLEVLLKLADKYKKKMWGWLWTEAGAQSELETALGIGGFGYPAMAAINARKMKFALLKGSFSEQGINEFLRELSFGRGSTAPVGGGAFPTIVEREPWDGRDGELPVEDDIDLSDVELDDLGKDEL
GSIS activator = GLuc luminescence reporter in INS-1E cells, primary screen for activators of glucose-dependent secretion of insulin | INS-1E GLuc reporter insulin secretion, 2-3 h | activation, % at 16.6 µM | 370,000 compounds, 0.61% hits;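 active = lowest replicate activation of at least 40%, so every replicate reaches that level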;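 also: 0% = median of neutral control wells and 100% = median of IBMX positive control wells; some compounds called inactive have numbers as strong as hits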
XiGFP reactiv = activators of X-chromosome reactivation in mouse fibroblasts | XiGFP mouse fibroblasts, % GFP-positive cells imaging, 3 d; cells co-treated with 5-aza-dC sensitizer; scaled so ellipticine positive control = 100% | activation, % at 7.58 µM | 360,000 compounds, 0.055% hits | AID 743238;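 active = mean normalized replicate activation at least 10% and every replicate at or above 10%; inconclusive = only one of the two criteria met; inactive = mean below 10% and not all replicates reach 10%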;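 also: 0% = median of on-plate neutral control wells and 100% = ellipticine 6 µM median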
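Material: XiGFP fibroblasts, SV40-immortalized. Buffer or medium: DMEM plus 5-aza-dC sensitizer. Compound: single concentration per compound, delivered by pin transfer. Times: 3 days compound exposure. Controls: ellipticine 6 µM.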
PAX8 inh HTS = inhibitors of PAX8 transcriptional activity in RMG-I cells; RMG-I TPO-luciferase reporter, SteadyGlo, 24 h; 360,000 compounds, 1.2% hits; inhibition, % at 12.6 µM;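 active = mean replicate inhibition at least 60% with every replicate also reaching 60%; inconclusive = only one of the two criteria is met; inactive = mean below 60% and not all replicates reaching 60%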;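 also: luciferase light reporting Pax8 driven TPO promoter activity; plate controls were median of neutral control wells for no effect and mitoxantrone controls for full effect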
Numbers without * were called inactive; ? = inconclusive; . = not tested or not shown; & = joins results of further samples. An unsorted share of the library. Share with any hit: about 4.2%.

SMILES	DENV2 CPE rescue	F508del corr	ARNT-TACC3 inh	EWS-Fli block	ERp5 block	GSIS activator	XiGFP reactiv	PAX8 inh HTS
O=C(C[C@@H]1CC[C@H]2[C@@H](COC[C@@H](O)CN2C(=O)c2ccccc2)O1)Nc1ccccc1	6	0.3	-4	.	.	8	0.3	.
O=C(Nc1ccc(F)cc1)Nc1ccccc1N1CCCCC1	-3	0.1	-9	7	-8	-31	0.0	5
CNC(=S)Nc1cccc([N+](=O)[O-])c1	8	-1.3	-3	-13	3	1	0.3	-15
COc1ccc2c3c([nH]c2c1)[C@H](CO)N(C(=O)C1CCCCC1)CC31CN(S(C)(=O)=O)C1	-1	-1.7	.	-3	8	-3	0.0	-2
COc1ccc(C(=O)NCCCNC(=O)c2ccccn2)cc1	-5	-0.8	4	.	-2	7	-0.1	3
COc1ccc(N(Cc2ccccc2)S(=O)(=O)c2cccc(C(=O)NCC3CCCO3)c2)cc1 (configuration not stated)	-5	-3.0	.	7	14	-48	0.1	15
COc1cccc(/C=C/C(=O)NNC(=O)c2cc(C)oc2C)c1	?	-4.0	-3	-5	-1	6	0.0	-10
Cc1c(NC(=S)N/C(=N/S(=O)(=O)c2ccccc2)c2ccccc2)c(=O)n(-c2ccccc2)n1C	-12	1.2	-4	-9	4	44*	0.4	2
Cc1ccc(S(=O)(=O)NC23CC4CC(CC(C4)C2)C3)cc1	6	0.8	14	6	4	9	0.0	0
Cc1cc(Nc2ccc(F)cc2F)n2ncnc2n1	?	0.0	-4	3	-7	-2	0.3	2
CCNc1c([N+](=O)[O-])c(=O)oc2ccccc12	-2	-0.5	0	11	-4	1	0.4	12
O=C(NC1(N2CCOCC2)CC1)c1ccc(Cl)cc1	-2	0.2	-7	4	-1	3	0.1	-10

Compound profiles, as listed above:
Results for `CNC(=S)Nc1cccc([N+](=O)[O-])c1` = DENV2 CPE rescue = 8; F508del corr = -1.3; ARNT-TACC3 inh = -3; EWS-Fli block = -13; ERp5 block = 3; GSIS activator = 1; XiGFP reactiv = 0.3; PAX8 inh HTS = -15
Results for `O=C(Nc1ccc(F)cc1)Nc1ccccc1N1CCCCC1` = DENV2 CPE rescue = -3; F508del corr = 0.1; ARNT-TACC3 inh = -9; EWS-Fli block = 7; ERp5 block = -8; GSIS activator = -31; XiGFP reactiv = 0.0; PAX8 inh HTS = 5
Results for `COc1ccc(C(=O)NCCCNC(=O)c2ccccn2)cc1` = DENV2 CPE rescue = -5; F508del corr = -0.8; ARNT-TACC3 inh = 4; EWS-Fli block = .; ERp5 block = -2; GSIS activator = 7; XiGFP reactiv = -0.1; PAX8 inh HTS = 3

Next entries.
SMILES	DENV2 CPE rescue	F508del corr	ARNT-TACC3 inh	EWS-Fli block	ERp5 block	GSIS activator	XiGFP reactiv	PAX8 inh HTS
CCN(CC)CCN1C(=O)C(=O)/C(=C(/O)c2ccc3c(c2)CC(C)O3)C1c1ccc(OC)cc1 (configuration not stated)	-2	1.3	-6	8	1	5	0.1	-5
O=C(NCCc1nnc2ccc(NCc3ccc(Cl)cc3)nn12)c1ccccc1	2	0.9	1	-4	0	5	-0.2	9
C[C@@H]1CN([C@H](C)CO)C(=O)c2cc(NC(=O)Nc3cccc4ccccc34)ccc2O[C@@H](C)CCCCO[C@@H]1CN(C)Cc1ccc(C(=O)O)cc1	-5	1.0	22	-2	-3	-4	-1.0	0
C=CCOn1c(=O)c(-c2ccc(OCC)cc2)[n+]([O-])c2ccccc21	-5	-0.1	-6	-8	1	-10	0.1	-31
COC(=O)C[C@@H]1C[C@@H]2c3cc(NC(=O)Nc4ccc(F)cc4)ccc3O[C@@H]2[C@@H](CO)O1	-2	-3.0	3	-3	.	-1	-0.1	-5
C/C=C/c1ccc([C@@H]2[C@H]3CN(S(=O)(=O)c4ccc(F)cc4)CCCCN3[C@H]2CO)cc1	-9	-3.2	0	-4	2	-24	0.2	7
O=C(NC(=S)Nc1ccccc1N1CCCC1)c1ccc([N+](=O)[O-])cc1	.	.	12	.	.	-7	0.0	-7
C[C@@H]1CCCCO[C@H](CN(C)C(=O)Nc2cccc3ccccc23)[C@@H](C)CN([C@H](C)CO)C(=O)c2cc(NC(=O)Nc3cccc4ccccc34)ccc2O1	5	0.9	-1	3	-1	11	0.1	-12
Cc1cc(C)c(NC(=O)CNC(=O)CSc2nnc(N)s2)c(C)c1	6	1.8	-11	-1	-1	-6	-0.1	.
Cn1ccnc1C(=O)c1ccc(Cl)c(S(=O)(=O)N2CCOCC2)c1	7	1.3	-4	-2	-4	-8	-0.3	-2
NS(=O)(=O)c1ccc(S(=O)(=O)N(CCc2ccccc2)Cc2ccccn2)cc1	-4	8.4*	-2	-1	-9	-16	0.2	-2
Cc1ccc(C(=O)NCCN2CCOCC2)cc1	-5	1.8	-4	-17	-2	-2	.	.
Nc1[nH]c(C(=O)c2ccccc2)c(-c2ccccc2C(F)(F)F)c1C(=O)NCCc1c[nH]c2ccccc12	3	9.8*	.	-21	0	-21	-0.1	6
C[C@@H]1CCCCO[C@@H](CN(C)C(=O)Nc2ccc(F)cc2)[C@H](C)CN([C@@H](C)CO)C(=O)c2cc(NC(=O)C3CCCCC3)ccc2O1	8	0.0	-11	3	0	-14	0.2	11
CN1CCN(S(=O)(=O)c2ccc(N3CCN(c4ccc(O)cc4)CC3)c([N+](=O)[O-])c2)CC1	8	4.4	8	-16	3	-19	0.3	2
O=C(CCN1C(=O)CSc2ccccc21)Nc1ccc(C(F)(F)F)cc1	13	0.2	-10	-2	3	-10	0.4	10
Cc1ccc(Oc2nc3ccccn3c(=O)c2/C=C(\C#N)C(=O)NC2CCS(=O)(=O)C2)cc1 (configuration not stated)	2	0.4	-6	3	-4	-3	0.1	11
Cc1cc(NC(=O)CS(=O)(=O)c2cn(C)c3ccccc23)no1	11	1.3	-8	-5	6	.	-0.1	-20
O=C(CSc1nc2c(sc3ccccc32)c(=O)n1CCCN1CCCC1)NCc1ccco1	3	0.1	4	-1	3	-21	-0.2	5
C/C(=N\NC(=O)Cn1cc([N+](=O)[O-])cn1)c1ccc(O)cc1	-4	-0.6	-1	-7	-1	25	-0.1	-13
CCOc1ccc(C(=O)OCn2nnc3ccccc3c2=O)cc1OC	.	-4.7	-1	-3	2	14	.	.
CC(C)NC(=O)N(C)C[C@H]1Oc2ccc(NC(=O)C3CCCCC3)cc2C(=O)N([C@@H](C)CO)C[C@@H]1C	2	-2.4	11	-4	2	13	0.2	-6
CN(C)C(=O)c1cccn(Cc2cccc(C(F)(F)F)c2)c1=O	5	0.5	6	7	-1	11	0.1	5
C(=C\c1ccccn1)/c1ccncc1	-3	-0.4	3	-34	2	-1	0.0	-11

A different layout for two compounds above.
mol | DENV2 CPE rescue | F508del corr | ARNT-TACC3 inh | EWS-Fli block | ERp5 block | GSIS activator | XiGFP reactiv | PAX8 inh HTS
CC(C)NC(=O)N(C)C[C@H]1Oc2ccc(NC(=O)C3CCCCC3)cc2C(=O)N([C@@H](C)CO)C[C@@H]1C | 2 | -2.4 | 11 | -4 | 2 | 13 | 0.2 | -6
Cc1cc(NC(=O)CS(=O)(=O)c2cn(C)c3ccccc23)no1 | 11 | 1.3 | -8 | -5 | 6 | . | -0.1 | -20

Other results.
SMILES	DENV2 CPE rescue	F508del corr	ARNT-TACC3 inh	EWS-Fli block	ERp5 block	GSIS activator	XiGFP reactiv	PAX8 inh HTS
O=C(CC1CC1)Nc1ccc2c(c1)[C@H]1C[C@H](CC(=O)N3CCc4ccccc4C3)O[C@H](CO)[C@H]1O2	0	0.9	-6	1	12	-5	0.1	.
O=C1c2cccc3c(N4CCCCC4)ccc(c23)C(=O)N1c1ccccc1O	.	6.1	-36	-1	1	-27	0.7	-4
CCCC(=O)Nc1ccc2c(c1)OC[C@@H](C)N(CCc1ccccc1)C[C@@H](C)[C@@H](OC)CN(C)C2=O	.	2.5	.	3	.	-3	-0.3	.
Cc1cc(C(=O)N/N=C/C=C/c2ccc([N+](=O)[O-])cc2)n[nH]1	-9	1.0	.	1	4	6	0.1	6
Nc1ccn([C@@H]2O[C@H](COS(=O)(=O)O)[C@@H](O)[C@H]2O)c(=O)n1	-4	1.7	-3	1	-4	-5	0.0	-7
C/C=C/c1ccc(OCC(=O)NCc2ccccc2OC)c(OC)c1	-7	2.3	.	-1	3	7	0.1	3
C[C@H](C(=O)N(C)C[C@H]1OCc2ccccc2-c2ccccc2C(=O)N([C@@H](C)CO)C[C@H]1C)c1ccccc1	-1	0.7	5	2	-10	1	-0.3	13
CC(=O)N1CCC(C(=O)NCCOc2ccc(C)cc2)CC1	-1	1.8	-2	-5	2	-8	-0.1	2
CC(C)(C)OC(=O)N[C@@H](Cc1ccccc1)C(=O)NCC1CCC(C(=O)N[C@@H](CCC(N)=O)C(=O)O)CC1 (some centres not stated)	4	-0.8	-5	1	2	9	0.2	-11
Cc1cc(C)nc(SCCC(=O)Nc2ccccc2Cl)n1	-1	1.4	-6	3	-14	19	0.0	0
CCOC(=O)C(Cc1ccc(O)cc1)NC(=O)c1cc2c(cn1)[nH]c1ccccc12 (configuration not stated)	4	-0.5	.	13	6	-6	0.1	16
CCOc1ccc(/C(O)=C2/C(=O)C(=O)N(c3ccccn3)C2c2ccc(F)cc2)c(C)c1 (configuration not stated)	-7	0.2	.	-1	1	-6	0.0	-9
CCCC(=O)Nc1ccc2c(c1)OC[C@@H](C)N(C)C[C@H](C)[C@@H](OC)CN(C)C2=O	3	.	-9	0	2	-1	0.5	-4
C[C@H](CO)N1C[C@H](C)[C@@H](CN(C)Cc2ccc3c(c2)OCO3)Oc2ccc(NS(=O)(=O)c3ccc(F)cc3)cc2CC1=O	5	-1.2	-2	12	-4	-4	-1.0	16
O=C(CCNC(=O)c1ccc(Cl)cc1)NC1CCCCCC1	13	0.1	3	-17	.	1	0.0	-31
N#C[C@@H]1[C@@H](c2ccc(-c3cncnc3)cc2)[C@H](CO)N1C(=O)C1CCC1	?	0.7	1	-4	3	15	0.3	3
COc1ccc(NS(=O)(=O)c2ccc(C)c(C(=O)O)c2)cc1	.	-3.4	-9	2	3	5	.	.
Cc1cccc2sc(NC(=O)C3CCN(C(=O)c4ccco4)CC3)nc12	0	-0.6	.	2	2	-23	0.1	20
CN1CCN(NC(=O)c2cc(-c3ccccn3)nc3ccccc23)CC1	-4	.	11	1	0	-3	0.1	22
CCn1c(Cc2ccccc2)nnc1SCC(=O)Nc1ccccc1F	.	-4.2	2	1	-9	3	0.2	-4
COC(=O)c1cc(C(=O)c2ccc(C(C)(C)C)cc2)c[nH]1	1	-1.8	-4	-95	3	-19	0.0	-76
Cc1ccc(S(=O)(=O)N[C@@H]2C=C[C@H](CC(=O)N3CCc4ccccc4C3)O[C@@H]2CO)cc1	-1	-4.4	-2	7	-1	26	-0.3	4
CCOc1ccc(OCCCC(=O)N(C)CC(=O)Nc2ccccc2Br)cc1	-4	.	8	-3	-6	-27	0.0	3
CCS(=O)(=O)Nc1ccc2c(c1)C(=O)N(C)C[C@@H](OC)[C@@H](C)CN(C(=O)C1CCC1)[C@H](C)CO2	-7	-0.8	-5	8	-3	12	0.4	2
Cc1ccc(S(=O)(=O)Nc2cccc3c2O[C@H](CN(C)Cc2ccc(-c4ccccc4)cc2)[C@@H](C)CN([C@H](C)CO)C3=O)cc1	-5	2.4	0	6	0	-11&-16	0.1&0.6	-12
